From PubChem BioAssay
Mdm2 MdmX PPI: inhibitors of human Mdm2/MdmX interaction; O15151+Q00987; SaOS-2 split-luciferase Mdm2/MdmX complementation, luminescence; inhibition, % at 8 µM; hit rate 3% among 330,000; AID 485346;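 active = inhibition of at least 50% at 8 µM in the primary screen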
Target sequence (O15151 whole entry, looked up): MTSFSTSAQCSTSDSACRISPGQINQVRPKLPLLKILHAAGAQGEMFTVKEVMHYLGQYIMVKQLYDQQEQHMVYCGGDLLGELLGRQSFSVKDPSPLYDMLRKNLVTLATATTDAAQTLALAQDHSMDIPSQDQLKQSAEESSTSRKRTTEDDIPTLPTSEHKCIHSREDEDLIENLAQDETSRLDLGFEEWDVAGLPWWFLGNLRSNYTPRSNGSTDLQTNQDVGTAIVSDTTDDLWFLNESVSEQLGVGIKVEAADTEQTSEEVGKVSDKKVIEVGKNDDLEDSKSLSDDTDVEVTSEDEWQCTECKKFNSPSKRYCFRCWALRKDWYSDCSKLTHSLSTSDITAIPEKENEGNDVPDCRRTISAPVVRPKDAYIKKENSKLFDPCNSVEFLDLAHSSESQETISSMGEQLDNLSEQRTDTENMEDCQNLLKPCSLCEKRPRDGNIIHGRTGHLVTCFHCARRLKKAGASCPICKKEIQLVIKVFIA
Target sequence (Q00987 whole entry, looked up): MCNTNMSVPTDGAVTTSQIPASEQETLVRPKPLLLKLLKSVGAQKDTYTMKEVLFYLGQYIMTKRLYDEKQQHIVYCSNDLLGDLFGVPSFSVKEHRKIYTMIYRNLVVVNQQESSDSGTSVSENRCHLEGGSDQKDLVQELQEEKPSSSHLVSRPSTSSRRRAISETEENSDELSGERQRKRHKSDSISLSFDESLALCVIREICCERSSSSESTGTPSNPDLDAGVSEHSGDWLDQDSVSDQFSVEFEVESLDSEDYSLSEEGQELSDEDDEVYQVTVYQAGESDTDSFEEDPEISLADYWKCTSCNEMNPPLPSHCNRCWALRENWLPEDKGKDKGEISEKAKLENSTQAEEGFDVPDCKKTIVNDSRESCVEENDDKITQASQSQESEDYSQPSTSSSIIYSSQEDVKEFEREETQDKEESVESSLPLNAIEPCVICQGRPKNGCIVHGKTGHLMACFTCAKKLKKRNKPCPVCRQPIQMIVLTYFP
UPR CHOP act: apoptotic UPR (CHOP) activation. CHO-CHOP luciferase reporter, luminescence; percent of tunicamycin response over DMSO baseline. activation, % at 10 µM. hit rate 0.34% among 330,000. AID 449763;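 active = at 10 µM dose, activation of 40% or more, normalized to positive control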;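 note: 100% = tunicamycin at 10 µg/mL and 0% = DMSO alone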
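Evaluation: % reporter activation, DMSO baseline versus tunicamycin full activation; System: CHO-CHOP luciferase reporter cell line; Input: 500 cells/well; Incubation: 6 h compound treatment, 37 °C; Measured by: Steady-Glo luciferase luminescence; Dosing: one dose, 10 µM in 0.5% DMSO; Buffer or medium: F12 medium, 10% FBS; Benchmarks: positive tunicamycin 10 µg/mL, negative DMSO alone.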
APJ antagonist: antagonists of human APJ apelin receptor | P35414 | CHO-K1 APJ beta-arrestin complementation, luminescence | inhibition, % at 20 µM | hit rate 0.32% among 330,000;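 active = inhibition above about 40% at 20 µM, limit read from the data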;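 note: cells challenged with 10 nM apelin-13 agonist together with compound; plate controls were apelin-13 plus DMSO wells for no effect and DMSO wells lacking apelin-13 for full effect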
XBP1 UPR activ: activators of adaptive arm of unfolded protein response (XBP1). activation, % at 20 µM. AID 463104. hit rate 0.33% among 330,000. CHO-XBP1 luciferase reporter, IRE1-XBP1 UPR activation, luminescence; percent of tunicamycin response, DMSO as zero;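 active = versus positive control, 20 µM dose yields 30% or more activation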;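 note: 100% = tunicamycin at 10 µg/mL and 0% = DMSO only wells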
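Material: CHO cell line with stable XBP1 luciferase reporter; schedule: 16-18 h cell attachment at 37 °C, then 6 h compound exposure; signal: glow luminescence from Steady-Glo reagent; medium: serum-containing F12 medium, 10% FBS; benchmarks: tunicamycin 10 µg/mL and vehicle-only wells; read-out: percent activation relative to tunicamycin reference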
tim23-1 inh: growth inhibitors of tim23-1 mutant yeast; S. cerevisiae tim23-1 growth, BacTiter-Glo luminescence, 24 h; inhibition, % at 20 µM; hit rate 1.3% among 330,000; AID 463212;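 active = growth inhibition of the mutant yeast at or above 50%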;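 note: temperature-sensitive mutant grown at 25 °C; plate controls were DMSO-treated mutant yeast for no effect and medium wells lacking yeast for full effect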
tim10-1 inh: inhibits growth of tim10-1 mutant yeast. S. cerevisiae tim10-1 ts strain growth, BacTiter-Glo, 24 h. hit rate 2.2% among 330,000. inhibition, % at 20 µM;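 active = inhibition of at least 40%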;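 note: mutant grown at 25 °C; 0% = DMSO wells with yeast and 100% = wells holding no yeast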
APJ ag: agonists of human APJ apelin receptor; CHO-K1 APJ PathHunter beta-arrestin, luminescence; 0% DMSO wells, 100% apelin; AID 2520; activation, % at 20 µM; hit rate 0.11% among 330,000;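 active = activation more than six SD over the plate average, tested at 20 µM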;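 note: 0% = DMSO alone and 100% = apelin-13 at 10 nM; some results filed as inactive read as strong as hits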
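Test system: CHO-K1 APJ beta-arrestin complementation cell line | Compound: Single test compound dose, 20 µM final, 1% DMSO | Incubation: Compound 90 min 25 °C, reagent 1 h | Measured by: beta-gal luminescence | Read-out basis: APJ–arrestin association signal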
CXCR6 inh: blocks human CXCR6 beta-arrestin recruitment; O00574; CHO-K1 PathHunter CXCR6 beta-arrestin, luminescence; inhibition, % at 20 µM; hit rate 0.36% among 360,000; AID 602244; in the data active = inhibition above about 34%, passing the limit was not always enough;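 note: antagonist mode with CXCL16 agonist at 10 nM final; 0% = 10 nM CXCL16 with DMSO and 100% = unstimulated wells without agonist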
TIM10 inh: TIM10 yeast growth inhibition. hit rate 1.4% among 330,000. inhibition, % at 10 µM. AID 463195. S. cerevisiae TIM10 strain growth, BacTiter-Glo luminescence, 24 h;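 active = inhibition of 40% or more at the single tested concentration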;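 note: wild-type TIM10 isogenic control strain grown at permissive 25 °C; 0% = DMSO yeast wells and 100% = minimal medium wells without yeast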
An asterisk follows results filed as active; nt = not tested or not shown. A portion of the library. The share of hits here may be higher or lower than overall.

#	Molecule	Mdm2 MdmX PPI	UPR CHOP act	APJ antagonist	XBP1 UPR activ	tim23-1 inh	tim10-1 inh	APJ ag	CXCR6 inh	TIM10 inh
1	COc1ccccc1NC(=O)NCc1nc(-c2ccc(C(F)(F)F)cc2)no1	28.5	-0.3	-25.2	1.3	4.6	10.6	-1.8	-11.8	-10.8
2	O=C(NCCN1CCOCC1)c1cccc(S(=O)(=O)N(Cc2ccccc2)c2ccccc2)c1	16.7	3.8	-52.4	-1.1	11.2	12.7	-1.4	1.0	14.7
3	Cc1cc2cc(CNC(=O)c3ccc(S(=O)(=O)N4CCOCC4)cc3)ccc2[nH]1	20.3	-1.0	10.4	-0.7	4.0	37.3	1.8	-1.4	7.2
4	NC(=O)COc1ccccc1/C=C1/SC(=O)N(CC(=O)N2CCc3ccccc3C2)C1=O	-22.0	0.6	14.5	3.6	-6.1	19.7	-4.0	1.5	9.5
5	CCOCCn1c(N2CCCC2)nc2c1c(=O)[nH]c(=O)n2C	0.1	2.6	10.7	-0.3	12.5	-14.9	0.0	-6.1	-9.0
6	CCNC(=O)N1c2ccc(OC)cc2C(C)=CC1(C)C	20.2	-0.4	5.3	-2.6	-8.7	-1.0	-1.6	-4.1	-0.6
7	Cc1nc2ccccc2n1CC(=O)OCC(=O)NC1CC1	12.0	-0.4	-1.5	-1.4	8.6	1.1	-4.0	-5.7	8.9
8	Cc1ccc(S(=O)(=O)c2c(C)cc(C)[nH]c2=O)c(C)c1	-12.5	-1.1	0.6	-2.1	15.2	1.2	-0.3	2.7	-8.3
9	COCCCNC(=O)CN(c1cc(C(F)(F)F)ccc1Cl)S(C)(=O)=O	11.8	-0.2	8.7	-1.6	9.6	-5.2	-0.6	5.0	-20.5
10	O=C(OC(C(=O)NCc1cccs1)c1ccccn1)c1cccs1 (stereo unspecified)	15.6	-0.2	5.9	-4.9	15.3	8.6	-7.8	3.8	0.7
11	CN(C)C(=O)CNC(=O)C1CCCCC1	19.1	-2.0	5.1	1.1	0.7	10.4	-4.5	-10.1	7.5
12	COc1ccccc1C(=O)CSc1cccc[n+]1[O-]	-11.8	-0.5	-12.2	1.9	1.1	10.0	-2.7	-1.9	-4.6
13	Nc1c(S(=O)(=O)c2cccs2)c2nc3ccccc3nc2n1CCc1ccccc1	12.9	-0.8	20.7	-2.1	36.3	14.2	-6.8	nt	36.1
14	O=C(CN1CCN(C(=O)C2CCCO2)CC1)Nc1cc(Cl)ccc1Cl (stereo unspecified)	11.5	-1.4	1.2	-0.8	13.6	19.9	5.4	-3.5	17.3
15	C/C(=N\NC(=O)c1ccc2c(c1)OCO2)c1cccnc1	-2.0	5.0	4.2	-3.3	-8.8	-18.8	3.4	-13.9	5.9
16	Cn1c(=O)c2c(nc(NCCNC(=O)c3ccco3)n2Cc2ccccc2Cl)n(C)c1=O	25.1	0.8	9.2	0.9	-0.4	7.1	-0.6	6.6	0.5
17	CC(=O)N1c2ccc(S(=O)(=O)N3CCC(C(=O)Nc4cccc(C)n4)CC3)cc2CC1C (stereo unspecified)	16.1	2.4	10.4	-3.1	6.5	23.6	3.7	-10.5	-0.9
18	COc1ccc(S(=O)(=O)N2CCCCC2)cc1NC(=O)C1CC1	-24.4	-3.5	-27.0	4.8	11.1	12.9	1.0	2.2	2.7
19	CS(=O)(=O)N(CC(=O)Nc1ccc2c(c1)OCO2)c1ccc(Cl)cc1	2.5	0.6	7.3	0.5	-5.3	17.1	-3.6	2.6	9.2
20	CCOC(=O)C1CCN(CC(O)COc2ccc(S(=O)(=O)N3CCCC3)cc2[N+](=O)[O-])CC1 (stereo unspecified)	5.6	-1.1	2.4	0.7	4.8	5.8	0.7	7.7	2.2
21	COc1ccc(/C=C2\SC(=N)N(c3ccc(F)cc3)C2=O)cc1	22.2	-0.8	11.0	-2.2	-6.2	18.5	-1.8	1.3	0.4
22	CCc1nnc(NC(=O)C2CC(=O)N(c3ccc(C)cc3)C2)s1 (stereo unspecified)	9.0	-3.1	1.9	-2.4	1.7	18.0	-3.7	-0.5	10.8
23	CN(CC(=O)NCc1ccc(F)cc1)S(=O)(=O)c1ccc(Br)s1	4.0	0.6	0.9	-6.8	5.9	11.4	-1.1	-1.4	-22.0
24	C=CCN1C(=O)/C(=C\c2ccc(Cl)cc2)N=C1SCC(=O)NCCC	9.8	-2.4	13.3	1.6	1.4	-0.7	-1.7	1.5	-0.6
25	C=CCN=C1SC(CC)C(=O)N1S(=O)(=O)c1ccc(C)cc1 (stereo unspecified)	19.8	-1.3	-2.9	-3.9	7.4	6.9	-1.7	-8.5	3.6
26	NS(=O)(=O)c1ccc(CNC(=O)c2ccc(Cl)c([N+](=O)[O-])c2)cc1	8.9	1.3	9.1	-0.5	-2.7	-6.3	-3.4	-0.8	-2.4
27	CC1CCN(CCCCOc2ccccc2F)CC1	-21.7	1.3	0.1	1.4	-5.8	-38.0	-2.9	1.2	-14.1
28	COc1cc(/C=C/C(=O)OC(C)C(=O)Nc2c(C)n(C)n(-c3ccccc3)c2=O)ccc1O (stereo unspecified)	12.5	2.1	1.6	1.2	-6.1	-14.4	0.9	-7.0	1.3
29	COc1cccc(/C=C/C(=O)OCC(=O)c2c[nH]c3ccccc23)c1	28.6	-1.1	-15.5	0.9	6.0	-5.8	5.1	-7.1	5.3
30	CC(=O)c1oc2ccccc2c1NC(=O)COC(=O)c1ccc(-n2nc(C)cc2C)cc1	-17.1	-0.9	-3.2	1.1	20.3	15.1	2.8	-3.0	2.7
31	Cc1onc(-c2ccccc2Cl)c1C(=O)NCc1cccnc1	-23.3	0.5	-14.1	1.8	-1.4	12.1	-0.1	-2.2	-1.1
32	CC1Cc2ccccc2N1Cc1nc2cc(C(F)(F)F)ccc2c(=O)[nH]1 (stereo unspecified)	0.8	-0.5	-23.7	-1.6	29.4	17.4	-1.4	3.4	11.4
33	Cc1cc(-c2ccccc2)[nH]c(=O)c1S(=O)(=O)c1ccc(Cl)cc1	6.7	0.1	12.7	-2.4	-19.3	16.4	-0.6	2.3	-20.0
34	CN(Cc1ccccc1F)C(=O)CNC(=O)Cc1cccc2ccccc12	21.4	1.8	16.5	6.5	13.8	0.0	-5.2	4.3	-3.6
35	Cc1ccc(-c2nn(-c3ccccc3)cc2/C=C(\C#N)c2cccc(C#N)c2)o1	-12.0	0.2	9.9	-3.7	5.9	-0.9	-3.4	0.2	9.9
36	CCn1c(=O)c([N+](=O)[O-])c(N2CCSCC2)c2ccccc21	35.7	-0.4	13.2	-2.2	27.8	23.3	2.1	-0.4	-16.3
37	Cc1ccc(-c2nnn(CC(=O)N(Cc3cccs3)C(C(=O)NC3CCCC3)c3ccco3)n2)o1 (stereo unspecified)	26.9	-1.3	8.1	1.8	4.4	13.4	-4.6	8.8	-1.8
38	COc1ccc(/C=C2\SC(=S)N(CCC(=O)Nc3cccc(C(=O)O)c3)C2=O)cc1OC	0.6	1.1	7.9	-1.4	-7.7	21.8	-0.6	-7.0	-1.0
39	CCc1cccc(CC)c1N(COC)C(=O)Cn1c(C(C)O)nc2ccccc21 (stereo unspecified)	1.9	0.4	-19.7	-1.9	17.2	27.2	-0.7	6.1	1.1
40	COC(=O)c1sccc1NC(=O)Nc1cccc(C)c1C	19.7	3.5	13.9	-1.5	46.3	26.5	-11.0	8.4	10.6
41	Cc1ccccc1OCC(=O)NC(=S)Nc1ccc(N2CCCC2)cc1	27.1	-2.4	-27.3	-1.6	-16.5	-18.6	-1.5	-12.7	-3.0
42	CCSc1nnc(Cc2cc(=O)[nH]c(=O)[nH]2)n1-c1ccc(Cl)cc1	-42.9	-0.2	-5.3	2.6	-4.8	9.8	-2.0	-3.0	2.5
43	O=C(O)C1=C[C@@H](c2ccccc2)C[C@@H](OCc2ccc(CO)cc2)O1	9.9	-1.1	4.1	4.8	0.3	-17.8	-3.5	-9.9	0.8
44	O=C(NCCS(=O)(=O)N1CCN(c2cccc(Cl)c2)CC1)C1CC1	-16.3	1.8	-25.3	-2.8	3.5	-3.3	-5.3	7.6	4.6
45	COc1ccc(CCNc2ncnc3sccc23)cc1OC	26.3	3.0	-10.0	-1.8	-2.2	15.6	-0.3	-5.8	-7.7
46	Cc1ccc(C)c(C(C)NC(=O)c2ccc(Br)o2)c1 (stereo unspecified)	8.3	-0.6	18.2	-0.4	13.8	12.8	-1.3	-0.4	-6.9
47	CCCN(C(=O)c1cccc(S(=O)(=O)N2CCN(Cc3ccccc3)CC2)c1)C1CCS(=O)(=O)C1 (stereo unspecified)	5.0	1.1	7.8	0.8	-5.3	-9.0	6.5	-7.0	-7.6
48	O=C(NCCC1=CCCCC1)c1ccc(CN2CCOCC2)cc1	-36.1	2.7	3.4	1.9	-44.7	-11.4	-4.6	-5.8	-0.8
49	COc1ccc(-c2[nH]ncc2CNC(C)CCn2cccn2)cc1F (stereo unspecified)	18.6	0.7	10.1	-1.5	3.6	-1.7	-2.2	-0.4	-1.7
50	Cc1ccc(S(=O)(=O)N(C)C)cc1NC(=O)COC(=O)C1=COCCO1	18.6	0.7	-4.7	-0.5	28.5	0.9	-2.2	1.7	6.6
51	O=C(COC(=O)/C=C/c1ccc(Cl)cc1)Nc1cccc(S(=O)(=O)NC2=NCCCCC2)c1	19.5	2.2	12.5	-2.8	8.4	-9.7	-0.4	-2.5	3.3
52	Cc1cccc2cc(COC(=O)C3CCCO3)c(=O)[nH]c12 (stereo unspecified)	4.7	-1.5	-2.5	3.0	4.7	8.4	-1.2	-5.1	-20.9
53	COc1ccc(CNC(=O)c2ccc3ccccc3n2)cc1	-0.8	1.8	13.6	-3.1	36.7	10.8	-3.8	5.0	-1.9
54	O=C(Nc1ccc(S(=O)(=O)Nc2nccs2)cc1)c1nn(-c2ccccc2)ccc1=O	18.6	-2.6	-7.0	-4.7	-10.3	-0.8	1.6	3.6	0.2
55	CC(=O)Nc1cc(-c2ccc(F)cc2)[nH]n1	-20.4	1.8	5.5	-0.6	10.6	-0.3	-1.6	-5.9	-0.6
56	CN1C(N)=NC(=O)/C1=C/c1ccc(F)cc1	35.4	1.2	21.9	-1.1	7.2	7.7	-1.1	-5.1	12.8
57	COc1ccc(NC(=O)CN(c2cc(C)cc(C)c2)S(=O)(=O)c2c(C)n[nH]c2C)cc1	8.4	5.7	-7.3	-4.0	-5.8	-11.7	-0.2	-8.6	-1.1
58	CCCN1C(=O)C(NC(C)=O)c2cc(OC)ccc21 (stereo unspecified)	17.3	-0.5	5.4	-4.1	-1.9	-6.8	-3.1	-2.3	8.5
